PglD DTNB = blocks C. jejuni PglD acetyltransferase activity; 360,000 tested, 0.098% active; purified PglD enzyme, DTNB colorimetric CoA detection; AID 602405; inhibition, % at 12.5 µM; in the data active = inhibition above about 16%, passing the limit was not always enough; note: strong numbers were not always called active
INS-1E GSIS act = GLuc luminescence reporter in INS-1E cells, primary screen for activators of glucose-dependent secretion of insulin | 370,000 tested, 0.61% active | INS-1E GLuc reporter insulin secretion, 2-3 h | activation, % at 16.6 µM | AID 743287;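 active = lowest replicate activation of at least 40%, so every replicate reaches that level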;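 note: 0% = median of neutral control wells and 100% = median of IBMX positive control wells; some compounds called inactive have numbers as strong as hits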
PGC1a acetyl inh = PGC1a acetylation modulation, inhibitor mode; U2OS PGC1a acetylation, AlphaScreen anti-acetyl-lysine; with virally co-expressed GCN5 acetyltransferase; inhibition, % at 15.6 µM; 350,000 tested, 0.17% active; AID 651687;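 active = every replicate shows inhibition of at least 40%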;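 note: 0% = neutral control wells and 100% = positive control wells; some results beyond the cut were filed as inactive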
Cneo AK release = causes C. neoformans cell lysis | adenylate kinase release luminescence, 4 h; normalised: neutral wells 0, clomiphene wells 100 | lysis activity, % at 15 µM | 360,000 tested, 0.2% active | AID 651654;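 active = mean lysis activity across replicates of at least 80%, whatever share of replicates individually reach that level; inactive = mean lysis activity below 80%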
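Assay system: C. neoformans cells. Amount: yeast cell density of 5 × 10^6 cells/mL. Technique: AK luminescence. Buffer or medium: YPD. Times: static 4 h at 37 °C with compound, 1 h detection. Dosing: single-point compound dose. Read-out: lysis from increased AK signal.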
FN deposition inh = fibronectin deposition inhibition; AH1F fibroblasts, Alexa488-fibronectin deposition fluorescence, overnight; 350,000 tested, 0.086% active; inhibition, % at 12.6 µM;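 active = mean inhibition across replicates of 30% or more, regardless of how many single replicates reach that level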;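 note: positive control wells lacked labelled fibronectin entirely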
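Measured by – fluorescence 485/525 nm · System – AH1F fibroblast monolayer, labelled fibronectin deposition · Amount – 10000 cells per well · Buffer or medium – serum-reduced DMEM (2% serum) · Doses – single dose, pinned · Also added – fluorescent fibronectin at 24 nM final · Schedule – 1 h cell attachment, overnight exposure to compound and label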
C2C12 statin = protects C2C12 myotubes from simvastatin toxicity; ATP luminescence, 48 h; scaled: DMSO 0, geranylgeraniol control 100; rescue of ATP level, % at 7.49 µM; 330,000 tested, 0.78% active; AID 602340;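 active = mean ATP rescue above about 67%, or every replicate alone reaching that limit, limit read from the data, passing the limit was not always enough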;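 note: myotubes were challenged with 10 µM simvastatin during compound exposure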
CFTR F508del cor = correctors of CFTR F508del function in bronchial epithelial cells. 350,000 tested, 0.36% active. CFBE cells, YFP halide quenching; stimulated with forskolin plus potentiator P3; % fluorescence drop versus neutral controls. activity (quench increase), % at 7.58 µM;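 active = mean added fluorescence quench of at least 8% versus neutral control, with both replicates also reaching 8%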;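 note: cells transiently co-express mutant CFTR-F508del with the halide-sensitive YFP; corrector assay measuring rescue of mutant channel to the surface after 24 h compound exposure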
miR-122 sensor = inhibitors of miR-122 in Huh7 cells | Huh7 miR-122 Renilla luciferase sensor, 48 h; neutral wells = 0, positive control = 100 | activation (reporter increase), % at 12.5 µM | AID 602342 | 340,000 tested, 0.3% active;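 active = mean replicate activation score at least 90 and every replicate individually at or above 90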;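 note: higher luciferase means less miR-122 activity so hits act as miR-122 inhibitors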
The depositor's hits bear a star; nt = no result given; [ ] = remark or other dose.

SMILES	PglD DTNB	INS-1E GSIS act	PGC1a acetyl inh	Cneo AK release	FN deposition inh	C2C12 statin	CFTR F508del cor	miR-122 sensor
O=C(Nc1ccc(S(=O)(=O)NCc2cccnc2)cc1)c1ccco1	-8	nt	0	4	-4	4	nt	7
COCCCNC(=O)C1CC(=O)N(CCc2ccc(OC)c(OC)c2)C1 (stereo unspecified)	-2	nt	11	-23	nt	nt	nt	0
CC(=O)NC1C(OCc2cccc(Br)c2)OC(COC(C)=O)C(OC(C)=O)C1OC(C)=O (stereo unspecified)	1	15	2	1	6	6	0.8	0
Cc1nn(C)cc1CN(C)S(=O)(=O)c1cccc([N+](=O)[O-])c1	nt	-2	-5	nt	11	nt	3.7	nt
COc1ccc(S(=O)(=O)Nc2ccc3c(c2)CC(=O)N([C@@H](C)CO)C[C@@H](C)[C@@H](CN(C)S(=O)(=O)c2ccc(Cl)cc2)O3)cc1	1	-8	2	3	nt	-48	3.3	1[16.7 µM]
COc1cccc(S(=O)(=O)N2CCCCN3[C@H](C2)[C@@H](c2ccc(C#CC4CC4)cc2)[C@@H]3CO)c1	-9	-4	2	-2	nt	-1	1.1	-1[16.7 µM]
Cc1ccc(Nc2nc(CSc3nnc(-c4ccc(F)cc4)n3C)cs2)cc1	-2	-15	-13	-9	nt	-2	nt	-3
Cc1c(C(=O)Nc2cccc(Cl)c2)oc2ccc(S(=O)(=O)N3CCC4(CC3)OCCO4)cc12	6	9	-2	0	nt	nt	-1.6	10
C=CCOc1ccc(-c2n[nH]c(=S)o2)cc1	3	8	1	1	-1	12	1.3	-11
COc1ccc2c3c(n(C)c2c1)[C@@H](CO)N(Cc1cccnc1)CC31CCN(C(=O)NC(C)C)CC1	nt	2	-1	nt	-2	nt	-0.8	nt
CCC(=O)Nc1ccc2c(c1)C(=O)N(C)[C@H]1CC[C@@H](CC(=O)N[C@H](C)c3ccccc3)O[C@@H]1CO2	0	8	-2	-2	-11	15	-2.3	4[16.7 µM]
Cc1noc(C)c1S(=O)(=O)Nc1ccc2c(c1)C(=O)N([C@H](C)CO)C[C@H](C)[C@H](CN(C)CC1CCCCC1)OCCCC[C@@H](C)O2	2	2	nt	-1	nt	12	-1.3	3[16.7 µM]
Cc1ccc(S(=O)(=O)N(C)C[C@@H]2OCCCC[C@@H](C)Oc3ccc(NC(=O)Nc4ccc5c(c4)OCO5)cc3C(=O)N([C@@H](C)CO)C[C@@H]2C)cc1	-2	24	6	1	-2	nt	-0.5	-3[16.7 µM]
COc1ccc(CNC(=O)C/C(C)=N/NC(=O)COc2cccc(C)c2)cc1	-14	-10	-2	1	5	-3	0.9	0
CN(CC(=O)NCc1ccc(F)cc1)Cc1ccc(Br)cc1	6	-10	0	7	-4	9	-1.1	2
Clc1cccc(Cl)c1Cn1cnc2c(NCc3ccco3)ncnc21	-3	0	-15	-1	nt	-21	5.8	nt
CCc1ccc(NC(=O)CS(=O)CC(=O)Nc2ccc(F)cc2F)cc1 (stereo unspecified)	2	-11	7	0	0	1	nt	nt
CCC(=O)Nc1ccc2c(c1)C(=O)N(C)C[C@@H](OC)[C@@H](C)CN(Cc1ccccc1C(=O)O)[C@H](C)CO2	0	7	-10	-1	1	11	1.4	nt
COc1ccc(-c2nc(NC(=O)C3CCN(c4nc5ccccc5o4)CC3)sc2C)cc1	-2	nt	-16	0	-1	13	nt	-3
C[C@@H]1CN([C@H](C)CO)C(=O)Cc2cc(NC(=O)Nc3ccc4c(c3)OCO4)ccc2O[C@@H]1CN(C)Cc1ccc(C(=O)Nc2ccccc2N)cc1	nt	-22	12	nt	-16	nt	0.7	nt
CN(C)C(=O)c1ccc(-c2ccc([C@@H]3[C@@H](CO)N4CCCCN(Cc5cncnc5)C[C@@H]34)cc2)cc1	-1	-14	1	0	nt	nt	6.2	7[16.7 µM]
CCCCN1C(Nc2ccccc2)=NC[C@@H]1CC(C)C	0	10	-12	0	4	-11	2.7	3
COc1cc(/C=C/C(=O)OCC(=O)NCCN2C(=O)CSC2=O)ccc1OCC#N	-2	20	-2	-1	-4	0	-2.4	nt
Cc1noc(C)c1NC(=O)N(C)C[C@@H]1Oc2ncc(C#Cc3ccc(C(F)(F)F)cc3)cc2C(=O)N([C@H](C)CO)C[C@@H]1C	-4	-17	61	4	6	10	3.1	-8[16.7 µM]
COCCOC(=O)c1[nH]c2c(c1C)C(=O)CC(c1cc(OC)ccc1OC)C2 (stereo unspecified)	6	2	1	-1	6	-10	-0.5	-1
Following part.
SMILES	PglD DTNB	INS-1E GSIS act	PGC1a acetyl inh	Cneo AK release	FN deposition inh	C2C12 statin	CFTR F508del cor	miR-122 sensor
C[C@H](CO)N1C[C@H](C)[C@H](CN(C)S(=O)(=O)c2ccccc2)Oc2ccc(NC(=O)Cc3ccccc3)cc2C1=O	1	-10	1	44	nt	-12	0.9	7[16.7 µM]
C[C@@H]1CN([C@@H](C)CO)C(=O)Cc2cc(NC(=O)CCN3CCOCC3)ccc2O[C@@H]1CN(C)Cc1ccc(C(=O)O)cc1	1	16	1	49	6	10	-3.2	6[16.7 µM]
C[C@@H]1CN([C@H](C)CO)C(=O)c2cccc(N(C)C)c2O[C@H]1CN(C)S(C)(=O)=O	-6	10	3	-9	6	6	-2.9	3[16.7 µM]
COCCN1CC(O)=C(c2nc3ccccc3c(=O)[nH]2)C1=N	-1	nt	-11	1	nt	nt	nt	5
COc1ccccc1CNc1nc2cc(-c3ccc(OC)c(OC)c3)sc2c(=O)n1C	-2	16	-28	-1	-10	2	2.8	5
COCCN1C(=O)c2oc3ccccc3c(=O)c2C1c1cccc(O)c1 (stereo unspecified)	-4	-2	3	-5	0	9	1.3	-5
CCOC(=O)C1=C[C@@H](c2ccccc2)N(S(=O)(=O)c2ccc(C)cc2)[C@H]1c1ccc(F)cc1	-4	-2	-24	2	-8	6	-2.1	3
C[C@@H]1CN([C@@H](C)CO)C(=O)c2cc(NS(=O)(=O)c3ccccc3)ccc2O[C@@H](C)CCCCO[C@H]1CN(C)C(=O)CCCN(C)C	0	18	4	0	4	nt	-2.7	2[16.7 µM]
O=C(Nc1cccc(C(=O)O)c1)/C(=C\c1ccc2c(c1)OCO2)NC(=O)c1ccccc1	-1	17	-1	9	-13	nt	-1.7	1
COC(=O)c1ccc(C2NC(=O)CCC2[N+](=O)[O-])cc1 (stereo unspecified)	-1	-20	nt	-5	4	-12	2.6	nt
CC(C)(C)C1=CC(O)(c2ccccc2)C=C(C(C)(C)C)C1=O	-1	7	-18	-4	nt	0	0.3	10
Cn1nnnc1SCC(=O)NC(C)(C)C	0	nt	6	3	nt	11	nt	-1
O=C(NNC(=S)NCc1ccccc1)c1ccc(OC(F)F)cc1	0	nt	31	-1	-2	-2	nt	-3
COc1cccc(N=Nc2ccc3cccnc3c2O)c1	-2	7	nt	1	9	-9	8.3*	10
CCCn1c(SCC(=O)N2CCN(c3ccccc3)CC2)nc2ccccc2c1=O	-1	nt	-6	0	nt	-23	nt	-6
CC(C)(C)c1ccccc1NC(=O)CN1C(=O)NC2(CCCCCC2)C1=O	1	-3	1	0	nt	9	30*	-7
CSCCC(=O)N(C)CC1CCCN(CCc2cccc(C(F)(F)F)c2)C1 (stereo unspecified)	-3	nt	4	2	-7	2	4.2	-2
O=C(CN1C(=O)C(=O)N(Cc2ccccc2)C1=O)Nc1ccc(OC(F)F)cc1	-3	-1	-2	0	-4	-8	0.9	0
Cn1cccc1Cc1nnc(SCC(=O)Nc2cccc(F)c2)n1CCc1ccccc1	0	9	-8	-1	-2	18	-3.0	11
COc1ccc(C(=O)N2CCCC(C)(C(=O)NS(=O)(=O)C3CC3)C2)c(OC)c1 (stereo unspecified)	-4	-6	1	-1	3	-3	2.0	-7
CO[C@H]1CN(C)C(=O)c2ccc(NC(=O)Nc3ccc(F)cc3)cc2OC[C@@H](C)NC[C@@H]1C	8	4	nt	-6	16	3	nt	1[16.7 µM]
CCCCN(C(=O)c1cccc(S(=O)(=O)N2CCN(C)CC2)c1)c1c(N)n(CCC)c(=O)[nH]c1=O	nt	38	13	nt	4	-3	-0.6	-12
COc1ccc(S(=O)(=O)N2CCN3CCCC3C2)cc1 (stereo unspecified)	-3	-1	nt	0	-7	-12	-1.1	-3
O=C(Oc1coc(CSc2nnc(NC(=O)c3cccs3)s2)cc1=O)c1ccccc1	3	-3	-3	1	4	nt	nt	0
CCN(CC)S(=O)(=O)c1ccc(C(=O)Nc2cc(C)on2)cc1	3	7	nt	-1	2	0	-3.1	nt
Later entries:
SMILES	PglD DTNB	INS-1E GSIS act	PGC1a acetyl inh	Cneo AK release	FN deposition inh	C2C12 statin	CFTR F508del cor	miR-122 sensor
O=C(Nc1ccc2c(c1)OCO2)N1CCCc2ccccc21	10	-5	-13	-4	-2	5	-2.3	-7
Cc1ccccc1C(=O)c1cccn1CC(=O)NCc1cccc(Cl)c1	-6	20	-16	4	-11	12	-2.5	-3
Cc1cc(N2CCCC2)ccc1NC(=O)COc1ccccc1	-10	16	nt	-3	-1	14	-5.6	0
C=CCNc1nc(C(=O)OC(C)C(=O)c2ccc(C)cc2)cs1 (stereo unspecified)	-3	-12	6	-1	-18	-4	-1.6	7
c1ccc(CNC2=NCCC2)nc1	0	nt	-1	-1	3	0	nt	-18
Cc1cc(C)cc(OC(C)C(=O)Nc2ccc(S(=O)(=O)Nc3cc(C)nc(C)n3)cc2)c1 (stereo unspecified)	2	nt	3	0	nt	-3	nt	66
COc1ccccc1N1CCN(S(=O)(=O)c2ccc(Cl)cc2)CC1	5	-10	-24	-5	-2	-4	2.5	-4
CC1CCN(CC(O)COCCOc2ccc(Br)cc2)CC1 (stereo unspecified)	2	13	-24	1	0	nt	nt	1
COc1cc(C(=O)Nc2ccc(C)cn2)ccc1OCC(=O)N1CCOCC1	-5	7	1	0	4	-7	-0.4	-3
Cn1c(=O)c2c(SCC(=O)N3CCN(c4ccccc4)CC3)nc(C3CC3)nc2n(C)c1=O	2	nt	nt	2	4	-1	-1.7	nt
O=C(NNC(=O)c1ccc2nc[nH]c2c1)c1ccccc1	4	6	0	1	1	29	-1.5	0
CCCN1CCN(C(=O)CCn2c(=O)c3cccn3c3cccnc32)CC1	7	7	-3	1	7	2	-1.5	-1
C[C@@H]1CN([C@H](C)CO)C(=O)c2ccccc2-c2ccccc2CO[C@H]1CN(C)C(=O)Nc1ccccc1	7	-10	-6	0	-7	nt	-0.9	nt
C[C@H]1CN([C@@H](C)CO)C(=O)Cc2cc(NS(=O)(=O)c3ccc(F)cc3)ccc2O[C@@H]1CN(C)S(=O)(=O)c1cn(C)cn1	0	22	1	-4	nt	-5	-1.0	-4[16.7 µM]
O=C(O)CCC(=O)Nc1sc2c(c1C(=O)NC1CCCC1)CCCC2	2	-7	nt	2	nt	-5	-1.4	-4
CCCCCCSc1ccc([C@@H]2[C@H]3C(=O)N(C)C(=O)[C@H]3[C@]3(C(=O)OC)CCCCN23)cc1	-2	-55	-4	0	0	13	7.6	-8
CCCCN(C(=O)c1ccncc1)c1c(N)n(CCC)c(=O)[nH]c1=O	4	nt	nt	0	1	-2	-3.7	-7
COc1ccc(/C=C/c2nc3ccccc3n2Cc2ccc(OC)c(OC)c2)cc1	nt	7	-5	nt	2	-4	nt	-12

Screens as filed in PubChem BioAssay.
